High-throughput results: PubChem BioAssay, several laboratories
SUMO Mot1 rescue = inhibitors of SUMOylation pathway: yeast Mot1-301 growth rescue | S. cerevisiae Mot1-301 growth rescue, ATP luminescence, 38.5C; percent above DMSO median, 100 means doubled | growth rescue, % at 18.8 µM | 320,000 tested, 1% active | AID 2716;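 active means every valid replicate shows activation above 250% relative to neutral control wells; inactive means the rest, any valid replicate at or below 250%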;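 further: OY570 slx delta 5 strain wells were the positive control but not used for scaling; some compounds called inactive have numbers as strong as hits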
phage Ecoli inh = E. coli growth loss with phage present; AID 651602; 360,000 tested, 0.26% active; growth absorbance; inhibition, % at 11.9 µM; in the data active means inhibition above about 11%
Ecoli viability = reduces bacterial viability in AddAB counter-screen; E. coli V3065 growth, OD600 absorbance, 18 h; inhibition, % at 11.9 µM; 330,000 tested, 0.27% active; AID 449728;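 active means inhibition above the campaign's mean inhibition across all tested compounds plus 3 SD, cut at about 9.9% in these data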;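 further: uninfected addAB+ strain grown without phage in ampicillin broth; 0% = DMSO wells and 100% = ciprofloxacin 0.95 µg/ml wells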
OPRM1-OPRD1 inv = inverse agonist of human OPRM1-OPRD1 heterodimerization | P35372+P41143 | cell-based MOR-DOR heterodimer luminescence, inverse agonism | inhibition, % at 9.3 µM | 340,000 tested, 0.21% active | AID 504357; in the data active means inhibition above about 22%, passing the limit was not always enough;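 further: 0% = cells with DMSO and 100% = wells without cells with DMSO; values of inactives mirror those of a sister screen read the other way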
AddAB inh = less growth of phage-infected E. coli with AddAB; E. coli expressing H. pylori AddAB, absorbance growth; inhibition, % at 11.9 µM; 330,000 tested, 0.29% active; in the data active means inhibition above about 12%;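 further: 0% = vehicle wells of infected cells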
PfHsp90 yeast 2 = reduces growth (ATP signal) of yeast expressing P. falciparum Hsp90; AID 504621; S. cerevisiae expressing PfHsp90, BacTiter-Glo ATP, 48 h; yeast lacking PDR1 and PDR3 efflux regulators; inhibition, % at 9.4 µM; 310,000 tested, 0.32% active;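 active means every replicate shows inhibition above about 80%, whatever the replicate mean, limit read from the data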;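 further: 0% = DMSO neutral controls and 100% = 20 µM radicicol positive controls; yeast relying on Plasmodium falciparum Hsp90 in place of its own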
HTR5A ag ctr = activates human HTR5A in OPRM1-OPRD1 agonist counter-screen; activation, % at 9.3 µM; HTR5A agonist assay, luminescence, cell-based; AID 504692; P47898; 340,000 tested, 0.61% active; in the data active means activation mostly above about 9.5%, no sharp cut-off; inactive means mostly below about 7.6%;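 further: 0% = cells with vehicle only and 100% = reference agonist; strong numbers were not always called active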
MOR-DOR ag = agonists of human mu-delta opioid receptor heterodimerization | cells, OPRM1-OPRD1 heterodimerization, luminescence | activation, % at 9.3 µM | 340,000 tested, 0.3% active | AID 504326; in the data active means activation above about 18%;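 further: 0% = vehicle-treated cells and 100% = reference agonist; values of inactives mirror those of a sister screen read the other way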
PKA-R1A activ = activates the PKA-R1A holoenzyme complex. PKA-R1A dissociation, Cy5-IP20 fluorescence polarization; scaled: DMSO 0%, 113 µM cGMP 100%. activation, % at 11.4 µM. 340,000 tested, 0.083% active;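 active means percent activation above the mean of all tested compounds plus 3 SD, cut at about 19% in these data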;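 further: higher means more PKAc released from R1A so a rise in polarization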
Pemphigus Ab inh = human desmoglein-3 autoantibody binding inhibition; P32926; DSG3-coupled beads, scFv-anti-DSG3-GFP binding, flow cytometry; stronger effect = lower value; binding (percent of control), % at 10 µM; 310,000 tested, 0.48% active; AID 588358;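 active means binding more than 3 SD below its plate's average and above zero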;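 further: hits lower antibody fragment binding to DSG3; some compounds called inactive have numbers as strong as hits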
Target sequence (P32926 whole entry, looked up, the tested form may be a part): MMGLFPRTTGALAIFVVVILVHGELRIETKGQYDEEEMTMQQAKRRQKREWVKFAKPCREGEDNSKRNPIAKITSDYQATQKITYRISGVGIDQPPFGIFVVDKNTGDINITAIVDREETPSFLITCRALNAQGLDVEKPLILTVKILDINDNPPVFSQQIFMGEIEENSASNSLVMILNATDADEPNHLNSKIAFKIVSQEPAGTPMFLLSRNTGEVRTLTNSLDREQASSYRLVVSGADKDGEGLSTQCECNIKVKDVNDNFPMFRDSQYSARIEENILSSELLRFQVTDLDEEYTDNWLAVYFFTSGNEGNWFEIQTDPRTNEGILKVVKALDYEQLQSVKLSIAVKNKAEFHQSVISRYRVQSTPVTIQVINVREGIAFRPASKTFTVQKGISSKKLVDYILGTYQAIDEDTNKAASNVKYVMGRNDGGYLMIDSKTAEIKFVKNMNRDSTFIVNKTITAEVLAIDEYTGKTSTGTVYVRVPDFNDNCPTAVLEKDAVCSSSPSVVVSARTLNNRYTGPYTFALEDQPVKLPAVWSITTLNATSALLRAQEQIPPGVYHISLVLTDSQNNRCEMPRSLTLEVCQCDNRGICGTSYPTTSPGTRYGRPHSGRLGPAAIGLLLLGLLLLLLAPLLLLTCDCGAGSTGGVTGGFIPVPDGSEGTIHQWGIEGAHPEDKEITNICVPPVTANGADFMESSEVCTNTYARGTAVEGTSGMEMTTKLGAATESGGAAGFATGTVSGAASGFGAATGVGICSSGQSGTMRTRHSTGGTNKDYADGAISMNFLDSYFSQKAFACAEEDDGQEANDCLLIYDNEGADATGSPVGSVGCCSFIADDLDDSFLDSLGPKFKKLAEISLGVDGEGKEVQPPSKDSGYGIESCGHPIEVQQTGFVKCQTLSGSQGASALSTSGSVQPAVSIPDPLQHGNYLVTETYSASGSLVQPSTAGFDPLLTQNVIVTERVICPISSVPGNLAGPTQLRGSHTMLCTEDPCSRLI
HTR5A inv ag = HTR5A inverse agonism, opioid heterodimer counter-screen; P47898; HTR5A cell line, luminescence; inhibition, % at 9.3 µM; 340,000 tested, 0.083% active; in the data active means inhibition mostly above about 23%, no sharp cut-off; inactive means mostly below about 18%;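 further: 0% = cells with DMSO and 100% = no-cell wells with DMSO; some compounds called inactive have numbers as strong as hits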
* hit, by the source's call; / = no result given.

SMILES	SUMO Mot1 rescue	phage Ecoli inh	Ecoli viability	OPRM1-OPRD1 inv	AddAB inh	PfHsp90 yeast 2	HTR5A ag ctr	MOR-DOR ag	PKA-R1A activ	Pemphigus Ab inh	HTR5A inv ag
COc1ccc(-c2cc(=O)oc3cc(OCC(=O)NCc4ccccn4)ccc23)cc1	-1	2.3	-2.0	11	3.2	9	4	-2.1	-1	/	6
O=C(O)c1cc(S(=O)(=O)Nc2ccc3cn[nH]c3c2)ccc1O	-13	-2.6	-1.1	-6	0.6	8	-2	1.5	-5	97	5
COc1ccccc1CNC(=O)Cn1nc(C)c([N+](=O)[O-])c1C	24	2.7	-2.1	7	-1.2	10	-1	-1.4	-4	95	12
O=[N+]([O-])c1ccccc1/C=N/Nc1nc(N2CCCC2)nc(N2CCCC2)n1	-5	0.1	-0.7	-1	0.9	/	-2	0.2	2	119	6
O=C(OCCc1cc2ccccc2c(=O)o1)c1ccc(F)cc1	-12	2.0	1.6	0	-0.3	3	1	0.0	-15	96	24
COC(=O)c1c(NC(=O)CCC(=O)O)sc(Cc2ccccc2)c1C	-4	3.3	2.1	10	1.6	7	2	-2.0	-14	90	-5
O=C(NC(=S)Nc1ccccc1[N+](=O)[O-])c1cncc(Br)c1	3	1.8	-1.2	19	0.2	-32	0	-3.9	-1	120	-2
NS(=O)(=O)c1ccc(CNC(=O)C(c2ccccc2)c2ccccc2)cc1	-1	2.4	-1.0	5	4.0	19	0	-1.1	4	112	0
CCOc1ccc(NC(=O)COC(=O)CC2CCCCC2)cc1	35	12*	-1.4	-8	-0.1	-14	0	2.1	-8	105	1
COC(=O)c1ccc(Cl)c(NC(=O)CN(c2ccc(OC)cc2)S(=O)(=O)c2ccccc2)c1	-4	1.3	1.2	16	3.3	-6	0	-2.8	6	108	8
O=C(CSc1nnc(-c2ccc(S(=O)(=O)N3CCOCC3)cc2)o1)c1ccccc1F	176	2.9	1.6	12	2.6	1	1	-2.5	3	95	3
CC(=O)c1cccc(NC(=S)N2CCC(Cc3ccccc3)CC2)c1	9	4.1	1.4	-4	2.5	-5	3	0.8	9	107	-12
COc1cc2[nH]c(=S)n(CC3CCCO3)c(=O)c2cc1OC (stereo not given)	1	-0.6	-2.4	4	1.3	24	-6	-0.7	3	81	-7
Cc1ccccc1N(C)C(=O)c1coc(=O)c2ccccc12	-33	0.6	0.9	17	1.5	/	3	-3.1	-13	96	-37
CN1CCN(C(=O)C2CCCN(S(=O)(=O)c3ccc(F)cc3)C2)CC1 (stereo not given)	-7	0.6	0.6	9	2.9	16	1	-1.8	8	106	-19
Cc1cccc(Nc2nc(-c3ccc(O)cc3O)cs2)n1	14	1.3	1.6	-39	0.0	-73	7	8.1	-15	105	-25
COc1cccc(CC(=O)Nc2nc(-c3cc(OC)ccc3OC)cs2)c1	1	2.8	0.2	-29	1.6	-30	-3	6.3	-2	96	9
COc1ccc(CN2CC(=O)N(c3cc(Cl)ccc3OC)C2=S)cc1OC	-8	1.6	0.3	-26	-0.3	2	-1	5.5	-5	100	3
O=C(CSc1cccc2cccnc12)N/N=C/c1ccncc1	-9	4.3	0.5	9	-3.4	14	0	-1.7	-8	103	-17
Cc1nn(Cc2ccccc2Cl)c(C)c1N	8	3.4	0.8	2	1.3	-8	0	-0.3	11	99	14
O=C(Nc1ccc(S(=O)(=O)N2CCOCC2)cc1)C1CC1	9	0.7	-2.0	14	0.7	-15	2	-2.6	0	110	-5
CCCCCCCCNc1nc(Cl)nc(NCc2ccco2)n1	120	0.8	0.7	3	1.2	1	3	-0.6	-4	125	5
O=C1CN(C(=O)COC(=O)c2cccc(Br)c2)c2ccccc2N1	9	-0.8	0.2	16	0.2	/	-1	-4.0	-8	99	12
O=C(NCc1ccccc1)c1ccc(NS(=O)(=O)c2cccs2)cc1	0	-0.8	0.7	10	-0.4	-2	11	-2.4	-13	95	-26
Cc1nn(-c2ccccc2)c(C)c1/C=N/NC(=O)c1cc(C(C)(C)C)[nH]n1	1	4.8	0.9	14	5.8	/	7	-2.9	-13	106	-15

The list goes on.
SMILES	SUMO Mot1 rescue	phage Ecoli inh	Ecoli viability	OPRM1-OPRD1 inv	AddAB inh	PfHsp90 yeast 2	HTR5A ag ctr	MOR-DOR ag	PKA-R1A activ	Pemphigus Ab inh	HTR5A inv ag
COc1ccccc1N1CCN(C(=O)c2ccc3[nH]c4c(c3c2)CC(C)CC4)CC1 (stereo not given)	4	4.9	1.6	-37	1.1	-31	4	7.5	-5	84	-12
O=C(CN1CCN(S(=O)(=O)c2ccc3ccccc3c2)CC1)NC(=O)NC1CCCCC1	/	1.4	2.3	-24	0.9	7	-1	4.5	-5	101	2
Cc1ccc(-n2ncc3c(=O)[nH]c(SCC(=O)N4CCCC4)nc32)cc1C	71	1.4	2.9	11	2.0	-10	1	-1.9	-5	91	-3
COc1ccc(Cl)cc1C(=O)NNC(=O)CSc1nncn1C	5	4.4	-1.4	6	0.5	-1	-3	-1.2	-12	116	11
CN1CCN(c2ccc(C(=O)c3cn(-c4ccc(F)c(Cl)c4)nn3)cc2)CC1	-13	2.8	-1.3	8	3.7	/	6	-1.6	-6	113	21
COc1cccc(-c2cc(C(=O)O)[nH]n2)c1	-9	3.1	1.0	12	-0.3	8	1	-2.2	-2	113	21
CC1CCCN(S(=O)(=O)c2ccc3c(c2)n(C)c(=O)c(=O)n3C)C1 (stereo not given)	7	0.3	1.8	11	0.7	-6	-3	-2.2	7	85	10
O=C(NCC1CCCO1)c1cc2ccccc2o1 (stereo not given)	5	-0.2	1.7	-4	2.9	-20	5	0.8	9	/	-31
CC(C)(C)OC(=O)N1CCC[C@H]1C(=O)N/N=C/c1ccc2nccnc2c1	20	-3.1	0.7	11	-0.2	-1	5	-2.1	1	105	-4
COc1ccc(NS(=O)(=O)c2ccc(C)c(C(=O)NCC(c3cccs3)N3CCOCC3)c2)cc1 (stereo not given)	7	5.3	0.9	5	4.9	-5	-6	-0.7	-6	108	16
CCOC(=O)c1cccc(NC2c3ccccc3C(=O)N2Cc2ccco2)c1 (stereo not given)	-9	-0.1	-1.4	-1	-2.7	7	0	0.2	-15	105	10
CCOC(=O)C1=C(C)c2ccccc2OC1C(=O)OCC (stereo not given)	/	4.5	-0.4	10	0.1	-4	1	-2.0	6	103	-2
CCCC1CCC(C(=O)Nn2c(C)nc3ccccc3c2=O)CC1 (stereo not given)	0	1.8	1.7	-17	-0.2	39	2	3.0	3	104	-3
S=C(c1ccc(N2CCOCC2)cc1)N1CCCCC1	367*	0.7	0.6	14	2.4	-3	1	-2.4	-4	95	-13
CCOC(=O)Cn1c(-c2cccnc2)nc(-c2ccccc2)c1-c1ccccc1	8	2.6	/	14	/	-1	3	-3.1	-10	114	-9
COc1cc(/C=N/NC(=O)c2cc(-c3ccccc3C)nc3ccccc23)cc(OC)c1O	391	1.1	1.6	/	2.4	/	/	/	/	93	/
Cc1ccc(C2=NN(CCC(=O)NCc3ccc4c(c3)OCO4)C(=O)CC2)cc1	2	-1.4	-1.0	7	0.0	6	3	-1.3	-8	99	-10
COC(=O)Cc1csc(Nc2ccc(Cl)cc2)n1	6	3.5	-1.7	-2	-1.2	-13	-5	0.5	11	/	7
COc1ccc2oc(=O)c(C(=O)NCCc3ccc(OC)c(OC)c3)cc2c1	12	-0.4	0.0	0	3.0	10	4	-0.1	6	97	-15
COC(=O)c1ccc(C)c(NC(=O)CSc2sc3c(O)cc(=O)[nH]c3c2C#N)c1	-12	0.7	-0.9	10	3.3	8	3	-1.6	9	89	-9
CCc1cccc(OCC(O)Cn2c(N3CCCCC3)nc3c2c(=O)[nH]c(=O)n3C)c1 (stereo not given)	-1	1.3	0.2	3	1.8	-7	2	-0.5	3	105	-6
O=c1c(Cc2ccc(Cl)cc2)c(O)ccn1Cc1cccs1	-8	0.3	0.4	17	2.2	-11	3	-3.4	0	87	-19
CCN(CC)CCCOc1ccc(Cl)c(Cl)c1	4	1.2	-0.3	4	1.2	5	6	-0.6	5	93	-18
COc1ccc(C2C3(C#N)C(N)=NC(OC)(OC)C23C#N)cc1 (stereo not given)	-2	3.6	0.1	2	3.0	-11	5	-0.4	-5	106	-12
O=C(NCc1ccccc1)NC1CCCCC1	0	2.2	-2.7	5	0.6	-1	-3	-0.8	-3	83	-28

Individual results from the results shown.
For HTR5A inv ag, COC(=O)Cc1csc(Nc2ccc(Cl)cc2)n1 is listed with 7
For SUMO Mot1 rescue, O=c1c(Cc2ccc(Cl)cc2)c(O)ccn1Cc1cccs1 is listed with -8
For Pemphigus Ab inh, CC(C)(C)OC(=O)N1CCC[C@H]1C(=O)N/N=C/c1ccc2nccnc2c1 is listed with 105

Further entries.
SMILES	SUMO Mot1 rescue	phage Ecoli inh	Ecoli viability	OPRM1-OPRD1 inv	AddAB inh	PfHsp90 yeast 2	HTR5A ag ctr	MOR-DOR ag	PKA-R1A activ	Pemphigus Ab inh	HTR5A inv ag
Cc1cc(=O)[nH]c(N2CCN(Cc3ccccc3)CC2)n1	-10	-0.3	-0.5	18	-1.0	/	5	-3.6	0	100	5
CC1Cc2ccccc2N1C(=O)COC(=O)CCc1nc2ccccc2c(=O)[nH]1 (stereo not given)	16	3.6	0.9	23	0.7	11	-3	-4.8	-4	93	-12
COc1cc(/C=N/NC(=O)Cc2ccccc2)cc([N+](=O)[O-])c1O	-17	1.5	1.8	20	2.1	2	0	-4.0	9	125	-1
CCN(CC(=O)Nc1ccccc1C(F)(F)F)C(=O)c1ccc2c(=O)n3c(nc2c1)CCC3	-10	2.5	-0.3	-2	1.6	8	-1	0.5	2	/	3
COc1ccc(-c2oc3ccc(N4CCOCC4)cc3c2C#Cc2ccc(N)cc2)cc1	-7	5.6	0.0	-17	-0.6	-7	1	3.0	-17	104	-2
CCOC(=O)C1=C(CSc2nc(C)ccc2C#N)OC(N)=C(C#N)C1c1cccc(OC)c1OC (stereo not given)	54	0.6	1.5	1	5.0	-13	0	-0.2	-4	94	7
CCC(OC(=O)CC1Sc2ccccc2NC1=O)C(=O)NCC1CCCO1 (stereo not given)	-6	-0.1	0.6	-6	-2.3	3	9	0.9	-5	104	-23
Cc1ccc(S(=O)(=O)Nc2cc(C(F)(F)F)ccc2N2CCOCC2)cc1C	-9	2.5	-0.2	-2	1.6	-8	0	0.3	-4	100	-12
Cc1nc2ccccc2n1CC(=O)OCC(=O)NCCc1ccccc1	-2	1.6	-0.2	7	2.7	5	0	-1.4	-6	102	0
CN(C)c1ncnc(N(C)C)c1[N+](=O)[O-]	-8	1.8	0.8	8	2.0	0	1	-1.5	3	115	11
COc1ccc(C2=NN3C(C2)c2ccccc2OC3c2cccs2)cc1 (stereo not given)	-5	-1.3	-4.5	16	3.7	-1	-5	-3.6	-3	105	12
COc1ccc(-c2ccc(CCC(=O)O)n2NC(=O)c2ccc(C(C)(C)C)cc2)cc1	-9	2.4	2.0	19	4.9	-5	1	-3.6	-6	112	-2
